# NPSR antagonist = qHTS Assay for Antagonists of the Neuropeptide S Receptor: cAMP Signal Transduction; CHO-NPSR cells, cAMP TR-FRET, antagonist mode; Potency, µM (titrated, usually from 38.3 µM), without a hit: top-dose activity change, negative = inhibition, hits mostly inhibitors; hit rate 1% among 220,000; also: potency is read from the fitted curve at half-maximal effect; % is scaled to controls: 0 for no effect and ±100 for the full control effect; nearly all actives have a fitted effect of over 50% in size; many of its hits are not listed in these tables
# HTT aggregate = qHTS Multiplex Assay to Identify Dual Action Probes in a Cell Model of Huntington: Aggregate Formation (GFP); Potency, µM (doses to about 46.1 µM), for the others: at the highest dose activity change, negative = inhibition, actives largely listed as inhibitors; hit rate 1.1% among 220,000; PC12 HttQ103-GFP aggregates, Acumen cytometry, 40 h; also: potency is read from the fitted curve at half-maximal effect; % is scaled to controls: 0 for no effect and ±100 for the full control effect; nearly all actives have a fitted effect of over 60% in size
#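 Multiplexed with ATP-based cell death, this channel scores GFP aggregates in PC12 cells expressing inducible HTTex1-Q103-GFP. Induction used 100 nM tebufenozide; compounds were tested in concentration series.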
# IMPase Li inh = qHTS Assay for Identifying the Cell-Membrane Permeable IMPase Inhibitors: Potentiation with Lithium. Potency, µM (highest dose often 59.4 µM), for the others: top-dose activity, negative = IMPase inhibition, usual class: inhibitors. hit rate 0.35% among 210,000. CHO-M1 cells, IP1 TR-FRET (IP-One), carbachol + lithium;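 also: IP1 builds up when IMPase is blocked and the TR-FRET signal falls; potency is read from the fitted curve at half-maximal effect; plate controls were basal vehicle for no effect and high inhibitor control for full effect; nearly all actives have a fitted effect of over 50% in size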
#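 Concentration–response in CHO-M1 cells, lithium-potentiated; 30 min at 37C. IP1 detected by competitive TR-FRET after 10 min lysis at RT. Hill-fitted AC50.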
# Epigenetic derep = Quantitative High-Throughput Screen for Regulators of Epigenetic Control | murine LDR cells, GFP reporter derepression, 30 h | Potency, µM (top dose mostly 53.9 µM), for inactives: at the top dose GFP activation, actives largely listed as activators | hit rate 0.2% among 280,000; also: potency is read from the fitted curve at half-maximal effect; % of control where 0% means no effect; nearly all actives have a fitted effect of over 60% in size
#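 Murine LDR cells carrying a silenced, genomically integrated CMV-driven GFP reporter were exposed to compound for 30 hours at 37 C. After PBS washes, GFP-positive cells (20–120 um objects) were counted by laser-scanning microplate cytometry.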
# CBFb-RUNX1 inh = qHTS Assay for Compounds Blocking the Interaction Between CBF-beta and RUNX1 for the Treatment of Acute Myeloid Leukemia; 230,000 tested, under 10 active; Runt-related transcription factor 1 (Homo sapiens) + Core-binding factor subunit beta …; AlphaScreen CBFb-His/RUNX1-biotin binding, biochemical; Potency, µM (doses to about 59.8 µM), inactives show at the highest dose activity, negative = inhibition, actives largely listed as inhibitors; AID 1477, 2009; also: % of control where 0% means no effect
#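 Read-out: AlphaScreen. Format: His-CBF-beta with biotinylated RUNX1 (30 nM each) preincubated 20 min, compound 15 min, Ni-chelate plus streptavidin beads 90 min; room temperature throughout.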
# Luc counter = Counterscreen for Luciferase (Kinase-Glo TM) Inhibition. Luciferin 4-monooxygenase (Photuris pensylvanica), Q27757. Kinase-Glo luciferase, ATP luminescence, 8 min. Potency, µM (series often up to 38.3 µM), for inactives: at the top dose activity change, negative = inhibition, hits mostly inhibitors. hit rate 0.28% among 200,000. AID 1379, 2008; also: potency is read from the fitted curve at half-maximal effect; % is scaled to controls: 0 for no effect and ±100 for the full control effect; nearly all actives have a fitted effect of over 60% in size
#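 Inhibition of Kinase-Glo luciferase light generation was assessed at 10 uM ATP in pH 7.2 imidazole buffer, with luminescence measured after eight minutes at ambient temperature.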
# L3MBTL1 inh = qHTS Assay for the Inhibitors of L3MBTL1. Potency, µM (highest dose often 57.1 µM), without a hit: top-dose activity, negative = inhibition, most hits filed as inhibitors. hit rate 0.66% among 230,000. Lethal(3)malignant brain tumor-like protein 1 (Homo sapiens), Q9Y468. AlphaScreen L3MBTL1–H3K9me1 peptide binding; also: potency is read from the fitted curve at half-maximal effect; % is scaled to controls: 0 for no effect and ±100 for the full control effect; nearly all actives have a fitted effect of over 60% in size
# Target sequence (Q9Y468 whole entry, looked up): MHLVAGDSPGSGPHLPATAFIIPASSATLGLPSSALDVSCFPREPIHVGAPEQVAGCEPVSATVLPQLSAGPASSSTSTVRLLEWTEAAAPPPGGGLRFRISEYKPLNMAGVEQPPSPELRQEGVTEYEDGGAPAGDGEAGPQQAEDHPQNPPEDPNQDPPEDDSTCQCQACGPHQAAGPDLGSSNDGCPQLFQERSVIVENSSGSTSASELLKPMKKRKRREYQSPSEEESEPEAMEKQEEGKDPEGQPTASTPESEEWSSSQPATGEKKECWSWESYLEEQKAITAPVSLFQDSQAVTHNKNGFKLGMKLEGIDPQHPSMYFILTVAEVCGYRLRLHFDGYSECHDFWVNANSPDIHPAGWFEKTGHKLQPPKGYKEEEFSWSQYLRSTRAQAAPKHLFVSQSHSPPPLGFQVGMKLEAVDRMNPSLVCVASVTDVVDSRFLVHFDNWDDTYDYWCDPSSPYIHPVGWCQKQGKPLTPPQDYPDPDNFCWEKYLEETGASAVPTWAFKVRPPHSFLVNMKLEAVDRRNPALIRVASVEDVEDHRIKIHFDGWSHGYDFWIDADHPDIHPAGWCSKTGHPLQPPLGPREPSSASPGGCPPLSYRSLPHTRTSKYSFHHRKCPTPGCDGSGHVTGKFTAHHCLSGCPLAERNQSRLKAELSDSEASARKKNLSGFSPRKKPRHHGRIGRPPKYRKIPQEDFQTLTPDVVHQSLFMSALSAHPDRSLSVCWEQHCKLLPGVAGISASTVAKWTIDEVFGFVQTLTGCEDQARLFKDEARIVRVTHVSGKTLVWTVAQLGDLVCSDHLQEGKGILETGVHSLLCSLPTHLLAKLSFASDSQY
#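 Read-out is AlphaScreen signal from streptavidin donor and nickel chelate acceptor beads (10 ug/mL final each) bridging L3MBTL1 (50 nM) and biotinylated K9-monomethylated H3(1-15) peptide (75 nM), after 30 min compound exposure at room temperature.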
# Starred values were filed as active, the others as inactive; ? = inconclusive; / = not tested or not shown; [ ] = another dose, or the depositor's remark. Calls follow the shape of the dose curve; as a rule, active = well fitted curve in the direction sought with a large enough effect; inconclusive = small, poorly fitted or top-dose-only effect, or another doubt; inactive = no such curve, though single readings can be large; an effect the other way counts as inactive or inconclusive. A portion of the library, so the mix of outcomes need not match the whole.
# A first look (2 entries):
SMILES,NPSR antagonist,HTT aggregate,IMPase Li inh,Epigenetic derep,CBFb-RUNX1 inh,Luc counter,L3MBTL1 inh
CC(=O)N1CCN(CC(=O)Nc2ccc3c(c2)CCC3)CC1,5%,-4%,3%,-3.2%,8%,-1%,10%
COC(=O)c1ccc(C(=O)OC)c(NC(=O)CN(C)Cc2ccccc2)c1,-23%,-11%,5%,-1.2%,17%,2%,21%

# The listing, from the first entry:
SMILES,NPSR antagonist,HTT aggregate,IMPase Li inh,Epigenetic derep,CBFb-RUNX1 inh,Luc counter,L3MBTL1 inh
CC(=O)N1CCN(CC(=O)Nc2ccc3c(c2)CCC3)CC1,5%,-4%,3%,-3.2%,8%,-1%,10%
COC(=O)c1ccc(C(=O)OC)c(NC(=O)CN(C)Cc2ccccc2)c1,-23%,-11%,5%,-1.2%,17%,2%,21%
Cc1ccc(NC(=O)Cn2nc(C)c3ccccc3c2=O)c(C)c1,1%[46.1 µM],-23%,5%[38.3 µM],0.0%,20%,-4%,-3%
CCOC(=O)c1cn(Cc2ccc(Cl)cc2Cl)c2cc(C)nn2c1=O,30%,12%[9.22 µM],/,1.1%,-5%,/,-2%
COc1ccc(C(C(=O)NC2CCCC2)N(C(=O)c2ccoc2C)c2ccc(C)cc2)cc1 (stereo unspecified),?,?,36%[38.3 µM],-6.7%,4%,2%,0%
COc1cccc(C(=O)Nc2nc3c(s2)CN(C)CC3)c1,-7%[46.1 µM],19%,-15%[38.3 µM],1.9%,-9%,-22%,-51%
CCC(=O)NC(=S)Nc1ccc2oc(-c3ccc(OC)cc3)nc2c1,-24%,8%,-20%,-0.2%,-6%,0%,34%[activator]
COc1ccccc1OCCCOc1ccc(C)cc1Br,-14%,10%,7%,0.1%,?,15%,110%[activator]
CC(C)(C)C1(C)OC(=O)C(=Cc2ccc(OCC(=O)Nc3ccccc3)cc2)C(=O)O1 (stereo unspecified),-15%,-13%,-6%,0.1%,11%,0%,3%
Cc1ccccc1C(=O)N1CCC(C(=O)O)CC1,-5%[46.1 µM],-2%,17%[38.3 µM],1.0%,3%,-3%,/
COc1ccc(Cl)cc1-c1nc(-c2ccncc2)no1,-6%[46.1 µM],-5%,-11%[38.3 µM],0.0%,8%,-2%,5%[11.4 µM]
Nc1nc(-c2ccc(Cl)c(Cl)c2)c(-c2ccncc2)s1,/,/,0%,-0.8%,12%,2%,/

# Ordered by the number under Epigenetic derep (descending): some entries from above.
Structure | Epigenetic derep
CCOC(=O)c1cn(Cc2ccc(Cl)cc2Cl)c2cc(C)nn2c1=O | 1.1%
CCC(=O)NC(=S)Nc1ccc2oc(-c3ccc(OC)cc3)nc2c1 | -0.2%
COC(=O)c1ccc(C(=O)OC)c(NC(=O)CN(C)Cc2ccccc2)c1 | -1.2%

# Following part
SMILES,NPSR antagonist,HTT aggregate,IMPase Li inh,Epigenetic derep,CBFb-RUNX1 inh,Luc counter,L3MBTL1 inh
COc1ccccc1CNCC(=O)Nc1cc(S(=O)(=O)N2CCCCCC2)ccc1Cl,?,-11%[9.22 µM],/,-1.6%,2%,/,5%
O=C(CSc1nnc(Cc2cccs2)n1-c1ccccc1)NCc1ccc2c(c1)OCO2,-11%[46.1 µM],5%,2%,0.9%,6%,0%,4%
COc1cccc(C(=O)N(c2ccccc2)C2C=CS(=O)(=O)C2)c1 (stereo unspecified),7%,-11%,-2%,4.8%,0%,2%,/
CCC(=O)n1nc(-c2ccc(OC)cc2)nc1N,-8%[46.1 µM],-9%,14%[38.3 µM],1.1%,2%,-1%,0%
Cc1ccc(NC(=O)c2ccccc2N(C)S(C)(=O)=O)cc1C,11%[46.1 µM],8%,43%[38.3 µM],-0.8%,-1%,-1%,/
COC(=O)c1cccc(NC(=O)c2cnoc2C)c1,2%,-10%,3%,-1.0%,0%,0%,-9%
O=C(N/N=C/c1ccc([N+](=O)[O-])o1)c1sc2ccccc2c1Cl,-57%,3%[9.22 µM],/,2.2%,-7%,/,/
C[C@]12C[C@@](C)(C=C1/C=C/c1ccc(F)cc1)C(=O)C[C@H]2c1ccc(F)cc1,/,/,-2%,-1.2%,9%,-5%,/
COc1cc2cc3c4c(cc(OC)c(OC)c4c2cc1OC)CCN3C,/,/,54%[activator],1.4%,?,1%,/
COc1ccc(NC2c3ncccc3C(=O)N2Cc2cccs2)cc1 (stereo unspecified),10%,12%,11%,2.4%,-1%,0%,-1%
Cc1ccc(-n2nc3ccc(NC(=O)c4cccc([N+](=O)[O-])c4C)cc3n2)cc1,17%,12%,3%,0.0%,-3%,0%,0%
COCn1c(-c2ccc(OC)cc2)nc2ccccc21,1%,-8%,13%,4.2%,-1%,?,5%[11.4 µM]
CC1(C)C2CCC1(CS(=O)(=O)N1CCCc3ccccc31)C(=O)C2 (stereo unspecified),-11%[46.1 µM],11%,12%[38.3 µM],0.0%,9%,0%,/
O=C(NCc1cccnc1)C1c2ccccc2C(=O)N1C1CCCCCC1 (stereo unspecified),-14%[46.1 µM],7%,-8%[38.3 µM],-0.9%,0%,12%,-1%
CC(C)[C@@H](N)C(=O)N/N=C/c1ccc2ncccc2c1,14%,-20%[9.22 µM],/,1.1%,7%,/,7%
O=C(NCc1ccccn1)c1cc(S(=O)(=O)N2CCN(c3ccccc3)CC2)ccc1Cl,-21%[46.1 µM],-10%,-3%[38.3 µM],-2.7%,-2%,-2%,-2%
COCCOC(=O)c1[nH]c2c(c1C)C(=O)CC(c1cc(OC)ccc1OC)C2 (stereo unspecified),-2%[46.1 µM],-8%,12%[38.3 µM],0.9%,-2%,3%,-2%
O=C(c1cn(-c2ccccc2)nc1-c1ccncc1)N1CCCCC1,-13%[46.1 µM],4%,-4%[38.3 µM],0.0%,11%,0%,/
CCCCOP(=O)(c1ccc(N(C)C)cc1)C(O)c1ccccc1F (stereo unspecified),?,16%,14%[38.3 µM],-2.0%,6%,-8%,23%
Cc1cccc(NC(=O)Nc2cc(C)cc(C)n2)c1,-3%,-4%[9.22 µM],-1%,-1.5%,-2%,-3%,-25%
Cc1ccc(-n2cc(CNC(C)c3cnn(C)c3C)c(-c3ccc(F)cc3)n2)cc1 (stereo unspecified),18%,8%[9.22 µM],1%,-1.2%,9%,/,-10%
COc1cccc(NC(=S)N(CCN(C)C)C(C)c2ccncc2)c1 (stereo unspecified),-5%,-12%[9.22 µM],/,-1.6%,6%,/,/
NS(=O)(=O)c1ccc(CCNC(=O)CCCn2c(SCC(=O)N3CCCC3)nc3ccsc3c2=O)cc1,7%,-2%,-2%,-6.5%,-1%,2%,/
O=C(O)c1ccc(-c2ccccc2C(F)(F)F)o1,-7%[46.1 µM],-12%,-3%[38.3 µM],0.0%,2%,4%,/
Cc1cc(/C=C2\C(=N)N3N=C(CC(=O)N4CCOCC4)SC3=NC2=O)c(C)n1Cc1ccccc1,-20%,1%[9.22 µM],/,-1.2%,-3%,/,-3%
CC(C)c1ccc(-c2c(C#N)c(N)nc3c2CCCCC3)cc1,-18%[46.1 µM],-6%,38%[activator][38.3 µM],0.0%,4%,0%,/
CCN1CCN(C(=S)Nc2cccc(Cl)c2)CC1,12%,16%,4%,0.9%,1%,0%,6%[11.4 µM]
O=C1C2C3C=CC(C4CC34)C2C(=O)N1c1nccs1 (stereo unspecified),27%,7%,-3%,1.1%,1%,-4%,-2%
CCSc1nnc(CNc2ccc(F)cc2)n1CC1CCCO1 (stereo unspecified),-6%[7.67 µM],-9%,4%[38.3 µM],1.3%,5%,0%,11%
NC(=O)CSc1nnc(-c2cc(-c3ccc(Cl)cc3)nc3ccccc23)o1,-4%,-3%,-4%,1.1%,16%,2%,-1%[11.4 µM]
CCc1nc2ccccc2n1Cc1ccc(OC)c(OC)c1,9%[46.1 µM],4%,-1%,-1.1%,11%,-1%,5%
O=C(Nc1sc2c(c1C(=O)N1CCOCC1)CCCCC2)c1cccnc1,6%,-11%,0%,0.2%,12%,-1%,11%
COc1ccc(N2CCN(c3ncnc4nc[nH]c34)CC2)cc1,8%,8%,3%,0.0%,4%,4%,12%
CN(C)CCNc1ncnc2c1sc1nc(N3CCCC3)c3c(c12)CC(C)(C)OC3,-12%,5%[9.22 µM],/,3.9%,-4%,/,?
O=C(C[n+]1cc(-c2ccc(Cl)cc2)n2c1CCCCC2)c1ccccc1,6%,-4%[9.22 µM],/,0.3%,5%,/,8%
Cc1cccc(NC(=S)NNC(=O)CCn2nc(C)c([N+](=O)[O-])c2C)c1,1%,18%,4%,-1.0%,-1%,1%,-18%
Cc1cc2c(cc1C)CSC(c1ccccc1O)SC2,?,5%,37%[activator][38.3 µM],2.9%,5%,-4%,/
CC1CCN(C2(O)C(=O)Nc3ccc([N+](=O)[O-])cc32)CC1 (stereo unspecified),-1%[46.1 µM],-12%,11%[38.3 µM],-0.9%,2%,0%,-3%
NS(=O)(=O)c1ccc(CCNC(=O)CSc2ccc(Cl)cc2Cl)cc1,-44%,7%[9.22 µM],/,0.0%,4%,/,/
O=C(COc1ccc(S(=O)(=O)NCc2ccccc2)cc1)NCC1CCCO1 (stereo unspecified),6%[46.1 µM],-12%,19%[38.3 µM],-0.9%,-3%,-1%,-3%
COc1cccc2c1OCC(C(=O)OCc1cccnc1)=C2,-1%,-8%,8%,0.9%,1%,-2%,10%
CC1CCN(C(=O)CSc2ccc(-c3cccc([N+](=O)[O-])c3)nn2)CC1,-14%,-8%,3%,1.0%,-6%,0%,/
CCC12CN3CC(CC)(CN(C1)C3c1c(O)ccc3ccccc13)C2=O (stereo unspecified),?,-31%,16%[38.3 µM],3.2%,7%,4%,-11%
Cc1ccc(-c2c[n+](CC(=O)Nc3c(C)cccc3C)c3n2CCC3)cc1,?,-12%[9.22 µM],/,0.8%,0%,/,0%
O=C(NCc1ccncc1)C(=O)NCc1ccco1,14%,-10%,0%,4.5%,?,0%,-19%
CC(=O)Nc1ccc(NC(=O)N2CCCCC2)cc1,-3%[46.1 µM],8%,23%[38.3 µM],-1.1%,5%,-2%,/
CC(C)(C)NC(=O)CCSc1nnc(-c2ccco2)o1,1%,1%,1%,1.1%,5%,-4%,-27%
COCCOc1cc2ncnc(N3CCC(C(=O)O)CC3)c2cc1OCCOC,-27%,-3%[9.22 µM],/,7.7%,4%,/,11%

# High-throughput results (PubChem)
